Compound activity from PubChem BioAssay.
IL2 activator – activates IL-2 in a cell-based reporter assay | 360,000 compounds, 0.065% hits | AID 652025 | IL-2 activation reporter assay, cell-based qHTS; stimulated with anti-CD3/CD4/CD28 beads; in transgenic mouse T cells | activation, % (series mostly up to about 46 µM); in the data active means activation above about 50%; inconclusive means mostly about 30% to 49%; further: 0% is about no effect
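Unstimulated transgenic mouse T cells, 750 per well, received compound and, after 60 minutes, anti-CD3/anti-CD4 bead plus anti-CD28 stimulation. EGFP and DsRed were quantified after 18 hours.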
FUS yeast rescue – rescues growth of FUS-expressing yeast | 390,000 compounds, 0.24% hits | S. cerevisiae FUS-expressing, growth rescue, OD600, 24 h | Potency, µM (highest dose often 76.6 µM), inactives show at the top dose growth rescue (activation), hits mostly activators;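 further: potency means the concentration at half of the fitted maximal effect; plate controls were DMSO vehicle for no effect and reference control for full effect; nearly all actives have a fitted effect of over 55% in size; some results filed as inactive show a strong effect at the top dose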
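Read-out: OD at 600 nm after 24hr at 30C, reporting rescue of FUS-induced yeast toxicity. Cells at OD 0.005 in galactose (2%) minimal medium; compounds tested in a dilution series; CP55940 titration from 92uM final as control.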
WRN inhibitor – WRN helicase (human) inhibition | WRN helicase unwinding, fluorescent forked duplex, kinetic | AID 651768 | Potency, µM (series often up to 114 µM), inactives show top-dose activity change, negative = inhibition, hits mostly inhibitors | 360,000 compounds, 0.46% hits; further: potency means the concentration at half of the fitted maximal effect; on the % scale 0 is the no-effect control and ±100 the full control effect; nearly all actives have a fitted effect of over 55% in size
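Kinetic fluorescence helicase assay: unwinding of a quenched forked DNA duplex (100 nM final) with 2 mM ATP final raises red fluorescence (525/598 nm). Compounds sat 15 min at room temperature with 20 nM WRN beforehand.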
EPAC1 ag – activates human EPAC1 exchange factor; Potency, µM (highest dose often 154 µM), inactives show top-dose activation, most hits filed as activators; AID 720707; 360,000 compounds, 0.073% hits; EPAC1 agonist qHTS, biochemical assay; response scale: 100% = response to 6.5 mM cAMP; further: potency means the concentration at half of the fitted maximal effect; nearly all actives have a fitted effect of over 60% in size
Target sequence (O95398 whole entry, looked up): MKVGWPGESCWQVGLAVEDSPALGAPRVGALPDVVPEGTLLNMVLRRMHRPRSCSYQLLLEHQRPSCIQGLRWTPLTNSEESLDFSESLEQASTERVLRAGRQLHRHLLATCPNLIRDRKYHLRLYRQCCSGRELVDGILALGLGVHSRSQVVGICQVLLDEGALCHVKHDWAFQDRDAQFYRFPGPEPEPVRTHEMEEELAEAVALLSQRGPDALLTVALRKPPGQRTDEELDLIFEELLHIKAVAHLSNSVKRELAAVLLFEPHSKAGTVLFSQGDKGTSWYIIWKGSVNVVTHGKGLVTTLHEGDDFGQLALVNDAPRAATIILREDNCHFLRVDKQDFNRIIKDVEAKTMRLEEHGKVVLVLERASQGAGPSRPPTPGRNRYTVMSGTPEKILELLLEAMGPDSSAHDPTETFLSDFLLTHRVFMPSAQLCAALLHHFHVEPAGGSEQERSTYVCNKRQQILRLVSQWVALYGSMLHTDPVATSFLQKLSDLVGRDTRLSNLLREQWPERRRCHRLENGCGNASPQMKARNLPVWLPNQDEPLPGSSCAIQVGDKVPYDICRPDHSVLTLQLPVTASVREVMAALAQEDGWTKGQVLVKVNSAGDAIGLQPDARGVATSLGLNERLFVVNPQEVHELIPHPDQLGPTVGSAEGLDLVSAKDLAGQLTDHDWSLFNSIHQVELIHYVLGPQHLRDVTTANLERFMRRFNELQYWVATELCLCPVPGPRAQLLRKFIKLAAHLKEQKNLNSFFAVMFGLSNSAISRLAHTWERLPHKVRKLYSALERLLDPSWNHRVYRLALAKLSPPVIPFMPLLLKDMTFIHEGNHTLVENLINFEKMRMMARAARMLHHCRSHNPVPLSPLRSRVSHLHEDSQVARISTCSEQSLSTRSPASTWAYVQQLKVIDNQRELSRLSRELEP
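Fluorescent GDP-exchange assay: 100 nM EPAC1 with 250 nM Rap1B preloaded with BODIPY-GDP and 50 uM GDP; compounds tested as concentration series, 5 min at room temperature, then read every 5 min for 30 min (ex 480/em 540 nm); normalized to 6.5 mM cAMP.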
Abeta yeast res – A-beta toxicity reversal in yeast; 410,000 compounds, 0.063% hits; Potency, µM (series often up to 46.1 µM), for the others: at the highest dose growth rescue, actives largely listed as activators; yeast expressing A-beta42, growth rescue, OD600, 48 h; response scale: 0% DMSO, 100% iron-clioquinol control; AID 1347071; further: potency means the concentration at half of the fitted maximal effect; nearly all actives have a fitted effect of over 55% in size
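Yeast growth medium received pinned compounds, then yeast cells expressing toxic A-beta were added; plates incubated at 30 C for 48 hr. Growth read as absorbance at 600 nm, normalized to DMSO and equimolar FeCl3 plus clioquinol controls.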
PI5P4K alpha inh – PI5P4K alpha (human) kinase inhibition | max response, % | 330,000 compounds, 1.2% hits | P48426 | AID 652105 | PI5P4Kalpha enzyme, ADP-Glo luminescence, 60 min; hits give low values; active means max response of -50% or lower; inconclusive means between -30% and -50%; inactive means -30% or higher; further: value at the top dose of about 77 µM; on the % scale 0 is the no-effect control and ±100 the full control effect
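Reactions run in 0.038 M HEPES pH 7.4, 0.28 mM EGTA, 0.1% CHAPS and 5% DMSO, with PI5P4Kalpha, substrate, compound and 5 microM ATP final, one hour at room temperature. Readout is ADP-Glo luminescence.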
EPAC1 antagonist – blocks human EPAC1 exchange factor; AID 720709; EPAC1 GEF assay, Rap1b-BODIPY-GDP exchange fluorescence; 360,000 compounds, 0.14% hits; Potency, µM (top dose mostly 115 µM), without a hit: at the highest dose activity change, negative = inhibition, usual class: inhibitors;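 further: potency means the concentration at half of the fitted maximal effect; plate controls were vehicle for no effect and positive control for full effect; nearly all actives have a fitted effect of over 50% in size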
PLK1 PBD block – PLK1 (human) polo-box domain binding inhibition; Potency, µM, for inactives: max response, negative = inhibition, actives largely listed as inhibitors; P53350; 360,000 compounds, 2.8% hits; Plk1 PBD binding of FITC phosphopeptide, fluorescence polarization; further: potency means the concentration at half of the fitted maximal effect; series mostly up to about 57 µM; on the % scale 0 is the no-effect control and ±100 the full control effect; nearly all actives have a fitted effect of over 65% in size
The depositor's hits bear a star; [ ] = dose if it differs, or a comment. Unless noted, the call rests on the fitted dose curve; in most records, active means well fitted curve in the direction sought with a large enough effect; inconclusive means small, poorly fitted or top-dose-only effect, or another doubt; inactive means no such curve, though single readings can be large; an effect the other way counts as inactive or inconclusive.

For COc1ccc(-n2cc(CNCCc3ncc(C)[nH]3)c(-c3ccccc3Cl)n2)cc1 the results were IL2 activator 0.2, FUS yeast rescue 17%, WRN inhibitor -5%, EPAC1 ag 0%, Abeta yeast res -4%, PI5P4K alpha inh 3, EPAC1 antagonist 7% and PLK1 PBD block -1%.
Screening O=C(COC(=O)c1ccccn1)NC12CC3CC(CC(C3)C1)C2 returned IL2 activator -1.2, FUS yeast rescue 2%, WRN inhibitor -8%, EPAC1 ag 6%, Abeta yeast res 27%, PI5P4K alpha inh 0, EPAC1 antagonist 5% and PLK1 PBD block -2%.
CCCNS(=O)(=O)c1ccc(OCC(=O)Nc2ccc3c(c2)OCCO3)cc1 was read as IL2 activator -2.2, FUS yeast rescue 17%, WRN inhibitor 3%, EPAC1 ag 0%, Abeta yeast res -5%, EPAC1 antagonist 8% and PLK1 PBD block -4%.
For CCn1cc(C(=O)N[C@H](C(=O)NCCN2CCOCC2)C(C)C)c(=O)c2cc3c(cc21)OCO3 the results were IL2 activator -3.6, FUS yeast rescue -1%, WRN inhibitor -1%, EPAC1 ag 3%, Abeta yeast res 21%, PI5P4K alpha inh 0, EPAC1 antagonist -11% and PLK1 PBD block 0%.
`Cc1ccc(NC(=O)Cc2ccsc2)cc1S(=O)(=O)N1CCOCC1` gave IL2 activator 0.3, FUS yeast rescue 12%, WRN inhibitor -27%, EPAC1 ag 14%, Abeta yeast res 1%, PI5P4K alpha inh -5, EPAC1 antagonist -1% and PLK1 PBD block -10%.
For O=C(Nc1ccc2nn(-c3ccc(F)cc3)nc2c1)c1cccnc1 the results were IL2 activator -4.1, FUS yeast rescue 30%, WRN inhibitor -7%, EPAC1 ag -1%, Abeta yeast res -17%, PI5P4K alpha inh 9, EPAC1 antagonist 11% and PLK1 PBD block -21%.
`COC(=O)C1=C(C)N(Cc2ccc(OC)cc2)C(=O)/C1=C\c1ccco1` gave IL2 activator 1.7, FUS yeast rescue 22%, WRN inhibitor -7%, EPAC1 ag -5%, Abeta yeast res 27%, PI5P4K alpha inh 3, EPAC1 antagonist -15% and PLK1 PBD block 0%.
CCc1ccc(Cn2nnc(C(=O)NCc3ccccc3OC)c2N)cc1 was read as IL2 activator -3.1, FUS yeast rescue -12%, WRN inhibitor -10%, EPAC1 ag -2%, Abeta yeast res -2%, PI5P4K alpha inh 1, EPAC1 antagonist inconclusive and PLK1 PBD block -11%.
`O=C(O)C1(C(=O)O)CCCC1` gave IL2 activator 1.3, FUS yeast rescue -5%, WRN inhibitor 4%, EPAC1 ag 1%, Abeta yeast res -7%, PI5P4K alpha inh 1, EPAC1 antagonist -26% and PLK1 PBD block -6%.
`O=C(NCc1ccccc1Br)c1ccco1` gave IL2 activator 1.6, FUS yeast rescue -7%, WRN inhibitor 4%, EPAC1 ag 4%, Abeta yeast res 15%, EPAC1 antagonist 7% and PLK1 PBD block 3%.
`O=C(Nc1ccccc1)N(CCc1ccncc1)C1CCCCC1` gave IL2 activator 1.7, FUS yeast rescue -22%, WRN inhibitor -1%, EPAC1 ag -11%, Abeta yeast res -13%, PI5P4K alpha inh 2, EPAC1 antagonist inconclusive and PLK1 PBD block -14%.
CN(CC(=O)NCc1ccccc1)CC(=O)Nc1ccc(Cl)c(C(F)(F)F)c1 was read as IL2 activator 0.0, FUS yeast rescue inconclusive, WRN inhibitor 4%, EPAC1 ag -16%, Abeta yeast res 0%, PI5P4K alpha inh 21, EPAC1 antagonist -8% and PLK1 PBD block 2%.
Screening CCc1nnc(NC(=O)c2cc(C)nc3ccccc23)s1 returned IL2 activator -1.7, FUS yeast rescue 31%, WRN inhibitor -10%, EPAC1 ag 1%, Abeta yeast res -11%, PI5P4K alpha inh 4, EPAC1 antagonist -9% and PLK1 PBD block -5%.
COC(=O)CN1C(=O)C(O)(CC(=O)c2ccc(C)cc2)c2ccccc21 (stereo not drawn) was read as IL2 activator 0.4, FUS yeast rescue -31%, WRN inhibitor -12%, EPAC1 ag 10%, Abeta yeast res -16%[9.22 µM], PI5P4K alpha inh 0, EPAC1 antagonist -20% and PLK1 PBD block -9%.
For Cc1ccc(OCCOc2cccc(/C=N/NC(N)=O)c2)cc1 the results were IL2 activator -0.2, FUS yeast rescue 2%, WRN inhibitor -2%, EPAC1 ag 2%, Abeta yeast res 4%, PI5P4K alpha inh 5, EPAC1 antagonist 13% and PLK1 PBD block 0%.
CCCNC(=S)N1CCC(n2cnc3ccccc32)CC1 was read as IL2 activator -0.4, FUS yeast rescue -32%, WRN inhibitor -1%, EPAC1 ag -11%, Abeta yeast res 8%, PI5P4K alpha inh 0, EPAC1 antagonist 5% and PLK1 PBD block 5%.
O=C1CC(SC2=NCCS2)C(=O)N1c1ccc(Br)cc1 (stereo not drawn) was read as IL2 activator 0.0, WRN inhibitor -14%, EPAC1 ag -6%, Abeta yeast res 8%, PI5P4K alpha inh 3, EPAC1 antagonist 10% and PLK1 PBD block -4%.
For COc1cc2ccccc2cc1C(=O)Nc1ccc(Cl)cn1 the results were IL2 activator -0.9, FUS yeast rescue -12%, WRN inhibitor -4%, EPAC1 ag 4%, Abeta yeast res -10%, PI5P4K alpha inh 0, EPAC1 antagonist inconclusive and PLK1 PBD block -19%.
Screening CC1CC1C(=O)Nc1nc(-c2ccc(Cl)s2)cs1 (stereo not drawn) returned IL2 activator -0.9, FUS yeast rescue 9%, WRN inhibitor 10%, EPAC1 ag 0%, Abeta yeast res 7%, PI5P4K alpha inh 2, EPAC1 antagonist -11% and PLK1 PBD block -12%.
Cn1c(SCc2ccc(C(C)(C)C)cc2)nnc1C1COc2ccccc2O1 (stereo not drawn) was read as IL2 activator -0.8, FUS yeast rescue inconclusive, WRN inhibitor -18%, EPAC1 ag -10%, Abeta yeast res 2%, PI5P4K alpha inh 17, EPAC1 antagonist inconclusive and PLK1 PBD block 1%.
`Cc1ccccc1OCC(=O)Nc1ccc2c(c1)ncn2C` gave IL2 activator -2.8, FUS yeast rescue -2%, WRN inhibitor -4%, EPAC1 ag 2%, Abeta yeast res 2%, PI5P4K alpha inh 9, EPAC1 antagonist 8% and PLK1 PBD block -2%.
`COc1ccc(CN2CCC(C(=O)Nc3ccc(Oc4cccnc4)cc3)CC2)cc1` gave IL2 activator -1.2, FUS yeast rescue 15%, WRN inhibitor -8%, EPAC1 ag -14%, Abeta yeast res -15%, PI5P4K alpha inh 2, EPAC1 antagonist 2% and PLK1 PBD block -8%.
COC(=O)C1=C(C)N(CCCC(=O)O)C(=O)NC1c1ccccc1OS(=O)(=O)c1ccccc1[N+](=O)[O-] (stereo not drawn) was read as IL2 activator -0.2, FUS yeast rescue -18%, WRN inhibitor -1%, EPAC1 ag -25%, Abeta yeast res -11%, PI5P4K alpha inh -84*, EPAC1 antagonist 4% and PLK1 PBD block -21%.
Screening c1ccc(-c2nnc(OCC3CCCO3)c3ccccc23)cc1 (stereo not drawn) returned IL2 activator 0.5, FUS yeast rescue 24%, WRN inhibitor -29%, EPAC1 ag 11%, Abeta yeast res -12%, PI5P4K alpha inh 1, EPAC1 antagonist -16% and PLK1 PBD block -20%.
For Cc1cccc(N(C(=O)CNC(=O)c2ccco2)C(C(=O)NC2CCCC2)c2cccnc2)c1C (stereo not drawn) the results were IL2 activator -0.1, FUS yeast rescue 5%, WRN inhibitor 0%, EPAC1 ag 6%, Abeta yeast res 7%, PI5P4K alpha inh 0, EPAC1 antagonist -7% and PLK1 PBD block 2%.
For CC(=O)Nc1ccc(C(=O)CSc2cc(C)c3cccc(C)c3n2)cc1 the results were IL2 activator 3.9, WRN inhibitor 5%, EPAC1 ag 10%, Abeta yeast res 3%, PI5P4K alpha inh 1, EPAC1 antagonist 3% and PLK1 PBD block -14%.
Screening CCCCNC(=O)C1(C)CCCCN1C(=O)c1cc(OC)ccc1Br (stereo not drawn) returned IL2 activator 0.7, FUS yeast rescue -3%, WRN inhibitor 4%, EPAC1 ag -4%, Abeta yeast res -22%, PI5P4K alpha inh -1, EPAC1 antagonist 2% and PLK1 PBD block -9%.
`COc1cccc(NC(=O)CCC(=O)NCc2ccco2)c1` gave IL2 activator -2.5, FUS yeast rescue 8%, WRN inhibitor 9%, EPAC1 ag -9%, Abeta yeast res 8%, PI5P4K alpha inh 1, EPAC1 antagonist 8% and PLK1 PBD block -5%.
For COc1cc(CO)ccc1OCC(=O)N1CCc2ccccc21 the results were IL2 activator -2.0, FUS yeast rescue 41%, WRN inhibitor 8%, EPAC1 ag -2%, PI5P4K alpha inh -3, EPAC1 antagonist -9% and PLK1 PBD block -3%.
CCN(CC(O)c1cccc(O)c1)C(=O)C12CC3CC(CC(C3)C1)C2 (stereo not drawn) was read as IL2 activator 3.8, FUS yeast rescue -19%, WRN inhibitor -4%, EPAC1 ag 5%, Abeta yeast res 4%, PI5P4K alpha inh 1, EPAC1 antagonist 0% and PLK1 PBD block 0%.
For Cc1ccccc1N=C1NC(=O)CC(c2ccccc2)S1 (stereo not drawn) the results were IL2 activator 2.6, FUS yeast rescue 7%, WRN inhibitor -5%, EPAC1 ag -6%, Abeta yeast res -18%, PI5P4K alpha inh 5, EPAC1 antagonist -3% and PLK1 PBD block inconclusive.
Screening Cc1ccc(-c2csc3ncnc(SCC(N)=O)c23)cc1 returned IL2 activator -2.0, FUS yeast rescue 37%, WRN inhibitor -2%, EPAC1 ag -2%, Abeta yeast res -4%, PI5P4K alpha inh -28, EPAC1 antagonist -5% and PLK1 PBD block -19%.
Screening CN(C)C(=O)c1ccc2c(c1)n(C)c(=O)n2C returned IL2 activator 0.5, FUS yeast rescue -4%, WRN inhibitor -1%, EPAC1 ag 14%, Abeta yeast res 1%, PI5P4K alpha inh 1, EPAC1 antagonist -22% and PLK1 PBD block -2%.
Screening O=S1(=O)N[C@@H](c2ccccc2)COc2cc(Br)ccc21 returned IL2 activator -2.5, FUS yeast rescue -10%, WRN inhibitor -5%, EPAC1 ag -3%, Abeta yeast res -30%, PI5P4K alpha inh 2, EPAC1 antagonist -21% and PLK1 PBD block 0%.

2 compounds picked at random from those above, as already listed:
Screening O=S1(=O)N[C@@H](c2ccccc2)COc2cc(Br)ccc21 returned IL2 activator -2.5, FUS yeast rescue -10%, WRN inhibitor -5%, EPAC1 ag -3%, Abeta yeast res -30%, PI5P4K alpha inh 2, EPAC1 antagonist -21% and PLK1 PBD block 0%.
Screening Cc1ccc(-c2csc3ncnc(SCC(N)=O)c23)cc1 returned IL2 activator -2.0, FUS yeast rescue 37%, WRN inhibitor -2%, EPAC1 ag -2%, Abeta yeast res -4%, PI5P4K alpha inh -28, EPAC1 antagonist -5% and PLK1 PBD block -19%.
